Assay outcomes as filed in PubChem.
Giardia kill – Small Molecules that selectively kill Giardia lamblia: qHTS; Giardia lamblia trophozoite viability; activity change, % at 7.66 µM, hits read low; 340,000 compounds, 0.15% hits; in the data active = activity change below about -80%; inconclusive = between about -30% and that limit;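 note: parasites exposed to compound for two days anaerobically before the ATP read; % is set by controls: 0 for no effect and ±100 for the full control effect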
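Luminescence from cellular ATP indicates surviving trophozoites (100 cells/well) following 48 hrs anaerobic compound treatment at 37 deg C; signal develops 15-30 min at room temperature.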
GALK inhibitor – qHTS Assay for Inhibitors of Human Galactokinase (GALK); Purified GALK, Kinase-Glo residual ATP luminescence; Potency, µM (series often up to 57.5 µM), for the others: at the top dose activity change, negative = inhibition, actives largely listed as inhibitors; 270,000 compounds, 0.007% hits; AID 1868, 2009; note: potency is the fitted concentration of half-maximal effect; % is set by controls: 0 for no effect and ±100 for the full control effect
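Human GALK (5 nM) with 35 uM ATP and 100 uM galactose in 20 mM HEPES pH 8.0, 5 mM MgCl2, 60 mM NaCl, 1 mM DTT, 0.01% BSA. After 1 h at room temperature, leftover ATP was read by Kinase-Glo Plus luminescence.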
A-T KAP1 phos – qHTS Assay for Identifying a Potential Treatment of Ataxia-Telangiectasia | […] A-T fibroblasts, KAP-1 phosphorylation AlphaLISA; neocarzinostatin DNA damage 30 min before lysis | Potency, µM (titrated, usually from 57.5 µM), for the others: top-dose activation, most hits filed as activators | 320,000 compounds, 0.19% hits | AID 485349, 2010; note: potency is the fitted concentration of half-maximal effect; % of control where 0% means no effect; nearly all actives have a fitted effect of over 45% in size
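hTERT-immortalized A-T patient fibroblasts ([…]), 500 cells/well in OPTI-MEM, 1% FBS, got compounds for 60 min, then NCS for 30 min at 37C. Lysates were then assayed for phospho-KAP-1 by AlphaLISA (anti-pKAP1 donor, anti-KAP1 acceptor beads), 6 hr at 25C.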
TCR act – Activators of T cell receptors: qHTS campaign | 330,000 tested, under 10 active | Potency, µM (top dose mostly 9.22 µM), for inactives: top-dose activation of IL-2 secretion, hits mostly activators | primary human leukocytes, anti-CD3, IL-2 HTRF, 48 h; note: % of control where 0% means no effect
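Readout: HTRF IL-2, Eu-cryptate/d2 antibody pair, 320nm excitation, 665nm emission. Stimulus: a-CD3 beads, no co-stimulation. Cells: primary human leukocytes. Exposure: 48 hr with compound.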
Chronic BCR inh – qHTS Assay to Find Inhibitors of Chronic Active B-Cell Receptor Signaling; 340,000 compounds, 0.05% hits; AID 493014, 2011; Potency, µM (top dose mostly 46.1 µM), inactives show at the top dose ratio change, negative = lower green/red ratio, most hits filed as inhibitors; ABC-DLBCL IkBa-CBG/CBR reporter, luminescence ratio, 4 h; active = well fitted inhibition curve with a large enough effect in the signal ratio, with a control signal flat, not every such curve was filed as active; inconclusive = small, poorly fitted or top-dose-only effect, or effect the other way, or a change in a side signal; the % refers to the signal ratio;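 note: potency is the fitted concentration of half-maximal effect; plate controls were basal doxycycline-induced cells for no effect and cells given 10 µM MG132 for full effect; MG132 reads +100%, hits lower the ratio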
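TMD8 human ABC-DLBCL cells with doxycycline-inducible IκBα–green luciferase fusion and unfused red luciferase, in 0.5% FBS medium; compounds up to 46 uM, 4 h at 37C. Green/red luminescence ratio, filter-overlap corrected, fitted to concentration-response curves.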
FBPA coupling cs – qHTS Assay for Inhibitors of Fructose-1,6-bisphosphate Aldolase from Giardia Lamblia: Coupling assay counterscreen; activity change, negative = inhibition, % at 58.2 µM, hits read low; AID 2472, 2010; coupling enzyme system counterscreen, AmpLite Red fluorescence; 290,000 compounds, 0.67% hits; in the data active = activity change below about -30%; note: % is set by controls: 0 for no effect and ±100 for the full control effect
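Fluorescence at 525 nm excitation and 598 nm emission measured inhibition of the coupled detection system without aldolase. Compounds (at 57.5 uM final) were preincubated 10 min at room temperature with coupling enzyme reagent before a 20 min substrate/AmpLite Red step.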
Tb PFK block – qHTS Assay to Find Inhibitors of T. brucei phosphofructokinase; T. brucei PFK, ADP-Glo luminescence; Potency, µM (titrated, usually from 57.5 µM), for inactives: top-dose activity, negative = inhibition, hits mostly inhibitors; 330,000 compounds, 0.17% hits;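 note: potency is the fitted concentration of half-maximal effect; 0% = uninhibited 1x PFK enzyme wells and -100% = no-enzyme wells; nearly all actives have a fitted effect of over 60% in size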
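Compounds were pin-transferred as a titration series up to 57 uM into substrate buffer (0.5 mM F6P, 0.1 mM ATP, pH 8.0), then 1.25 nM PFK was added and reactions ran 45 min before ADP-Glo detection.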
KCNH2 WT inh – qHTS for Inhibitors of KCHN2 3.1: Wildtype qHTS; Voltage-gated inwardly rectifying potassium channel KCNH2 (Homo sapiens), Q12809; 340,000 compounds, 0.37% hits; activity change, % at 1.84 µM; U2OS, BacMam KCNH2, thallium flux FluxOr; hits give low values;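 active = maximum activity change below -70%; inconclusive = maximum activity change between -70% and -50%; inactive = maximum activity change above -50%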; note: % is set by controls: 0 for no effect and ±100 for the full control effect
Target sequence (Q12809 whole entry, looked up): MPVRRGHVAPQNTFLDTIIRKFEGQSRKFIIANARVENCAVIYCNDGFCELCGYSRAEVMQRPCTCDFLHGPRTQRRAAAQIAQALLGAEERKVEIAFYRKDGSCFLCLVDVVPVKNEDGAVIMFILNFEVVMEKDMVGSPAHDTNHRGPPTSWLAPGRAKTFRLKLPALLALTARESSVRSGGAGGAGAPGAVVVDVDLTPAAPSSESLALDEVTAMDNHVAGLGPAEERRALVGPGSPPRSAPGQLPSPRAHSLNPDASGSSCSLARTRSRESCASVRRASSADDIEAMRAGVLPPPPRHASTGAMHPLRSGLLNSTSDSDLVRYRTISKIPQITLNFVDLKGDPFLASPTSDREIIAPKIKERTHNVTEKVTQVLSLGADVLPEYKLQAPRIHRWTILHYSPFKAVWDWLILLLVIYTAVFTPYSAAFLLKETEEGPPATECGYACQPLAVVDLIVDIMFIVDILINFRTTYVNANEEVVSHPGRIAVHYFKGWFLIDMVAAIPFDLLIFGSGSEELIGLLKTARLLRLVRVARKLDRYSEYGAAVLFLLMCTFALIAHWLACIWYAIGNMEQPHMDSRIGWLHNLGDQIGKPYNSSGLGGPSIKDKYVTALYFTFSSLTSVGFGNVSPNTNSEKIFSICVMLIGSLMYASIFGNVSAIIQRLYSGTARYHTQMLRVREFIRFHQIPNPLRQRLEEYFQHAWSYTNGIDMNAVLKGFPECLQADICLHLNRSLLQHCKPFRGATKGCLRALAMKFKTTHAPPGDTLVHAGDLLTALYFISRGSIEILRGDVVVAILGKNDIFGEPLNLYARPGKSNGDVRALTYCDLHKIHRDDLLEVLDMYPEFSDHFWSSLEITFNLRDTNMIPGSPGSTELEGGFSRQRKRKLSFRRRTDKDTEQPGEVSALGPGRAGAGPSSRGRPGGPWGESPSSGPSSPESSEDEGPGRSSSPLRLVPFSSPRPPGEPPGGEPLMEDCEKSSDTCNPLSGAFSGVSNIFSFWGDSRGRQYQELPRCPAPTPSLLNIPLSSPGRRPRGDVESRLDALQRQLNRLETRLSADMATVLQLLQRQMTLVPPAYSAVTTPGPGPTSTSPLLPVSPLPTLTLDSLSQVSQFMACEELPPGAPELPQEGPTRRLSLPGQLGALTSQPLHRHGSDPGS
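U2OS cells transduced with wild-type KCNH2 virus are loaded with FluxOr dye for 45 min, and thallium flux is measured in kinetic reads before and after stimulation buffer. Rate constants are normalized to DMSO controls.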
TSHR antag – Antagonists of the Thyroid Stimulating Hormone Receptor: HTS campaign | Thyrotropin receptor (Homo sapiens), P16473 | TSHR-expressing cells, TSH-stimulated cAMP HTRF, 2 h; hits give low values | activity change, negative = inhibition, % at 11.5 µM | 330,000 compounds, 0.2% hits | AID 504810, 2011;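 active = activity change below a set negative limit, meaning inhibition stronger than a set level, cut at about -70% in these data; inconclusive = activity change between two set negative limits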; note: % is set by controls: 0 for no effect and ±100 for the full control effect
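TSHR-expressing cells were treated with compounds, then stimulated with TSH at EC80 (4nM final) for 2 hours at 37 deg C. Cellular cAMP was measured by HTRF competition between lysate cAMP and cAMP-d2 for a cryptate-labelled anti-cAMP antibody.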
CXXC DNA block – qHTS Fluorescence Polarization Assay for Inhibitors of MLL CXXC domain - DNA interaction; Histone-lysine N-methyltransferase 2A (Homo sapiens), Q03164; MLL-CXXC / FITC-HOXA9 DNA fluorescence polarization; Potency, µM (highest dose often 115 µM), inactives show top-dose activity change, negative = inhibition, usual class: inhibitors; 290,000 compounds, 0.037% hits; AID 2662, 2010; active = well fitted inhibition curve with a large enough effect in the polarisation, with a control signal flat, not every such curve was filed as active; inconclusive = small, poorly fitted or top-dose-only effect, or effect the other way, or a change in a side signal; inactive = no such curve, though single readings can be large or run the other way; the % refers to the polarisation; note: potency is the fitted concentration of half-maximal effect
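Fluorescence polarization: 7 uM MLL-CXXC (stock) preincubated 5 min with compounds, then 50 nM fluorescein-HOX-A9 DNA (stock) added; 30 min ambient. Buffer 50 mM Tris-HCl pH 7.5, 50 mM NaCl, 1 mM DTT, 0.05% BSA.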
Starred values were filed as active, the others as inactive; ? = inconclusive; . = not tested or not shown; & = joins results of further samples; [ ] = remark or other dose. Unless noted, calls come from the whole dose curve; as a rule, active = well fitted curve in the direction sought with a large enough effect; inconclusive = small, poorly fitted or top-dose-only effect, or another doubt; inactive = no such curve, though single readings can be large; an effect the other way counts as inactive or inconclusive. No enrichment for hits; 1.6% or so of the library scored in one or more.

SMILES	Giardia kill	GALK inhibitor	A-T KAP1 phos	TCR act	Chronic BCR inh	FBPA coupling cs	Tb PFK block	KCNH2 WT inh	TSHR antag	CXXC DNA block
CCOC(=O)C1CCN(CC(O)COc2ccc(S(=O)(=O)N3CCCC3)cc2[N+](=O)[O-])CC1 (stereo not given)	3	.	-1%	0%	2%	.	-2%	8	6	.
CCN(CC)CCCNC(=O)c1ccc2c(Cl)c3c(nc2c1)CCCC3	27	-1%	0%	-2%	14%	1	0%	2	2	7%
COc1ccc(/C=C2\N=C(SC)N(C)C2=O)cc1	12	-4%	-1%	0%	-16%	1	1%	-1	-1	3%
COC(=O)c1sccc1NC(=O)Nc1cccc(Cl)c1Cl	-13	-4%	-1%	-5%	-14%	-1	10%	6	-10	2%
CC(C)=CCN1CCN(Cc2cn(C(C)C)c3ccccc23)CC1CCO (stereo not given)	1	-1%	-1%	-11%	-4%	-1	-3%	1	-3	1%
Cc1cc(C(=O)CN2C(=O)C(=O)N(Cc3ccccc3)C2=O)c(C)n1-c1ccc2c(c1)OCCO2	-3	15%	2%	-6%	5%	-4	2%	4	0	19%
COc1ccc(-c2[nH]ncc2C=O)cc1	-9	0%	-4%	-5%[46.1 µM]	-1%	-1	-1%	-12	6	-1%
COC(=O)[C@H]1Cc2c([nH]c3ccccc23)[C@H](c2ccccc2)N1	-18	2%	-3%	6%	1%	1	6%	-11	2	17%
CC(NC(=O)COC(=O)C1CC1C)c1ccccc1 (stereo not given)	-7	.	2%	8%	6%	.	2%	3	-3	.
COc1ccc2c(c1)nc(NCCCO)n2Cc1ccccc1	13	4%	-7%	-2%	1%	1	1%	16	1	-6%
C[C@@H](C(=O)Nc1ccc2ccccc2c1)[C@H]1C[C@]1(C)[C@H](NP(=O)(c1ccccc1)c1ccccc1)c1ccccc1	.	.	-16%	.	2%	1&-3	2%	.	1	30%[activator]
O=C(O)C1CN(C(=O)c2ccccc2)c2cc(Cl)ccc2O1 (stereo not given)	-3	.	-17%	-1%	1%	6	-3%	5	0	-1%
O=C1N=c2ccccc2=C1c1sc(=O)[nH]c1O	16	5%	3%	3%	-17%	2	1%	-6	-4	-18%
Cc1ccc(S(=O)(=O)N2CCOCC2)cc1NC(=O)CNC(C)c1ccccc1 (stereo not given)	-6	.	13%	-1%[46.1 µM]	-5%	.	1%	2	11	.
CCCSc1nc(C)c(-c2csc(C(C#N)=C3CCCC3)n2)cc1C#N	-3	-1%	6%	.	6%	-10	-7%	16	-8	14%
O=C(NNC(=O)c1ccc([N+](=O)[O-])cc1)c1ccc(Br)cc1	-12	4%	-7%	7%	0%	2	-3%	-1	5	-7%
CC(NC(=O)c1ccccc1Br)c1nnc(SCc2ccc([N+](=O)[O-])cc2)n1C (stereo not given)	5	0%	0%	-8%	-19%	0	0%	-4	-6	-4%
CCOC(=O)N1CCN(C(=O)C2CCN(S(=O)(=O)c3cc(Cl)ccc3OCC)CC2)CC1	32[activator]	5%	6%	2%	0%	-2	-1%	-6	10	?
C=CCNC(=O)O/N=C/c1csc([N+](=O)[O-])c1	?	-1%	1%	-4%	9%	0	-5%	-2	0	-20%
COc1ccc(Nc2nnc(-c3ccncc3)s2)cc1Cl	-26	.	9%	2%	-7%	7	-1%	-6	-5	29%
CCCCOP(=O)(c1ccc(N(C)C)cc1)C(O)c1cc(OC)ccc1OC (stereo not given)	-1	3%	-2%	0%	3%	2	-2%	-11	-1	0%
COc1ccc(C(=O)COC(=O)c2sccc2C)cc1OC	-8	.	7%	-1%	0%	.	1%	1	-8	.
O=C(Cn1nnc2ccccc2c1=O)NCCc1ccccc1	-22	0%	3%	-2%[46.1 µM]	-15%	-1	-1%	-12	56	19%
COc1cccc(OCCNC(=O)c2cccc(OC)c2)c1	-11	0%	-1%	-6%	?	-5	11%	1	0	13%
COc1ccc(CCN(C)C(=O)C2CCN(C(=O)Nc3ccccc3)CC2)cc1OC	?	.	15%	2%	-15%	.	-6%	-1	22	.
COc1ccc(CNC(=O)CCCC(=O)Nc2cccc(Br)c2)cc1	-26	-3%	5%	12%	-5%	3	-1%	-10	-6	5%
Cc1cc(C)n(C(=O)C(C(=O)c2ccccc2)C(C)C)n1 (stereo not given)	-14	.	9%	1%[46.1 µM]	0%	-3	0%	6	12	1%
O=S(=O)(c1cccs1)N1CCN(c2ccc(O)cc2)CC1	10	-2%	0%	3%	?	5	-1%	0	0	2%
CC(c1ccccc1)n1cc(C(=O)NCc2ccccn2)nn1 (stereo not given)	-11	2%	.	-10%	6%	-1	3%	8	6	3%
CC(C)c1onc(C(=O)Nc2sc3c(c2C#N)CCC3)c1[N+](=O)[O-]	-7	1%	-1%	3%	7%	7	20%	5	5	17%

Later entries.
SMILES	Giardia kill	GALK inhibitor	A-T KAP1 phos	TCR act	Chronic BCR inh	FBPA coupling cs	Tb PFK block	KCNH2 WT inh	TSHR antag	CXXC DNA block
Fc1cccc(CN(C2=NCCN2)c2c(Cl)cccc2Cl)c1	-8	.	7%	8%	-14%	.	0%	-11	-7	.
c1ccc(Cc2nnc3sc(-c4cccs4)nn23)cc1	-3	3%	20%	.	?	0	14%	-24	28	-7%
Cc1cc(C)n(CC(C)NCc2c(C(=O)N3CCOCC3)nc3c(C)cccn23)n1 (stereo not given)	-12	4%	-11%	4%	0%	2	-12%	-3	5	-4%
COc1cccc(/C=N/NC(=S)Nc2cccc(S(=O)(=O)N(C)C)c2)c1	7	-2%	30%	-4%	?	-10	-18%	1	0	6%
COc1ccccc1OCC(=O)Nc1ccccc1C(=O)Nc1cccc(C(=O)O)c1	4	-4%	9%	3%	-1%	4	4%	-4	4	1%
CCn1c(C)c(C)c2cc(C(=O)NC3CCCCCC3)ccc21	-1	5%	-5%	2%	?	-6	-2%	22	-20	-3%
Cc1cccc(NC(=O)CSc2nc3ccccc3c(=O)n2CC2CCCO2)c1 (stereo not given)	-14	.	15%	.	?	.	-5%	-12	.	.
O=C(O)c1ccc(NC(=O)c2ccc(Cl)cc2)c(NC(=O)c2ccc(Cl)cc2)c1	1	3%	3%	.	0%	-1	-3%	12	-10	-10%
Cc1cc2cc(CCNC(=O)CC(C)(C)C)c(=O)[nH]c2cc1C	11	-1%	9%	14%	?	1	1%	-11	6	10%
CN(CC(=O)Nc1ccc(Cl)cc1)C(=O)CCc1ccccc1	6	-1%	8%	-9%	5%	3	1%	-1	1	-1%
Cc1cccc(-n2c(O)c(C=NC3CCS(=O)(=O)C3)c3ccccc3c2=O)c1 (stereo not given)	9	-1%	6%	1%	7%	-17	5%[0.46 µM]	2	11	0%
COc1cc(/C=C2/SC(=S)N(CC(=O)O)C2=O)ccc1OC(=O)c1cccs1	7	-6%	28%	-2%	14%	11	1%	7	-13	22%
CCOC(=O)c1c[nH]c2c(Cl)ccc(Cl)c2c1=O	4	13%	6%	5%	0%	0	0%	-12	8	-5%
CCCC(=O)NCCc1nc2cc([N+](=O)[O-])ccc2n1C	-5	-3%	6%	5%[46.1 µM]	1%	-2	0%	14	-1	13%
CO/N=C(\N)c1ccc([N+](=O)[O-])cc1	-17	.	2%	0%[46.1 µM]	2%	1	-4%	8	2	0%
COc1cc(C(=O)NCc2ccc(C)cc2)ccc1OC(F)F	-15	2%	-5%	-3%[46.1 µM]	?	1	0%	-6	14	3%
Cc1ccc(-c2nnc(Nc3ccc(C(=O)N(C)C)cc3)c3ccccc23)cc1S(N)(=O)=O	3	-1%	5%	-2%	1%	2	-3%	-2	1	-5%
COc1ccc(C2NC(=O)N(C)C3=C2C(=O)CC(C)(C)C3)cc1OC (stereo not given)	-11	0%	0%	-1%[46.1 µM]	0%	5	1%	-16	7	-3%
Cc1nc2cc(NC(=O)COc3ccc(C#N)cc3)ccc2n1-c1ccccc1	0	-1%	6%	.	2%	5	21µM*	-11	3	1%
